aSyn 5UTR inh: MLPCN primary screen, SNCA 5' untranslated region | alpha-synuclein 5'UTR reporter, inhibitor activity | inhibition, % (tested at 7.5 µM) | hit rate 0.82% among 300,000; in the data active = inhibition above about 60%;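 also: H4 neuroglioblastoma cells stably carrying SNCA 5'UTR luciferase fusion; 0% = DMSO wells and 100% = positive control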
HSP90 inh: HSP90 refolding inhibition in rabbit reticulocyte lysate; luciferase refolding luminescence, 3 h; inhibition, % at 5.6 µM; hit rate 0.91% among 290,000; AID 1789;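 active = inhibition above the screen-wide mean plus 3 SD, computed separately per campaign, cut at about 16% in these data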;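 also: 0% = DMSO wells and 100% = 60 µM geldanamycin wells; inhibitors lower the luminescence because luciferase stays unfolded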
HSF1 inh: HSF1 inhibition; hit rate 0.77% among 300,000; AID 2098; activity change, negative = inhibition, % at 7.5 µM (by protocol); NIH3T3-HGL HSE-luciferase, MG132-induced, luminescence 8 h; hits give low values;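 active = more than half of replicate wells show activity change below -50%, luminescence cut by over half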;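 also: luciferase reports HSF-1 transcriptional activity via heat shock element; 0% = median of DMSO wells and -100% = zero luminescence signal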
PolyA inhibitor: blocks polyadenylation in yeast reporter cells; calls only at 12 µM; hit rate 0.02% among 300,000; AID 1875; S. cerevisiae SKY197-pL101 polyadenylation reporter, beta-gal luminescence; efflux-impaired pdr1/pdr3 knockout yeast; score 100 = 6 SD above DMSO;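 active = lowest replicate activity score at least 50, where 100 means six control SD above control mean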;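 also: yeast exposed to compound for 9 h at 30 °C; higher score means more reporter readthrough which indicates perturbed polyadenylation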
GSK3 alpha inh: human GSK-3 alpha kinase inhibition. inhibition, % at 10 µM. hit rate 0.1% among 320,000. ADP-Glo luminescence, 60 min;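 in the data active = inhibition above about 50%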;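 also: GST-tagged GSK-3 alpha with peptide substrate and 25 µM ATP; 0% = DMSO neutral wells and 100% = GW8510 positive control wells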
Target sequence (P49840 whole entry, looked up): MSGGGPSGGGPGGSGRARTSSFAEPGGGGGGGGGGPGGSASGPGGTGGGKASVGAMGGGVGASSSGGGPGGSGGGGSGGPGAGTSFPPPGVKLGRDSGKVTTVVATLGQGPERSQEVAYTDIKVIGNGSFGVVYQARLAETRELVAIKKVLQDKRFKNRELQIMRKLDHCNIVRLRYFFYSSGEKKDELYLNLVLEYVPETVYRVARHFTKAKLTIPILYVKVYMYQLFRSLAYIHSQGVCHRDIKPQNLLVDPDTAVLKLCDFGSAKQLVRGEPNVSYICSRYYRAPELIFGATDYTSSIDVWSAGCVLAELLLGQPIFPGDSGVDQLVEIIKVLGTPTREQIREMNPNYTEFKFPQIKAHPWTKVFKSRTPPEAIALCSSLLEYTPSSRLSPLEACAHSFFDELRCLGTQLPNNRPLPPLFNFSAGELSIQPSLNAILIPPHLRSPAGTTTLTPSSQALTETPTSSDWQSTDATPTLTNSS
GSK3B inh: inhibitors of human GSK3beta kinase | P49841 | GST-GSK3beta kinase, ADP-Glo luminescence, 60 min; hits give low values | activity score (negative = inhibition), % at 10 µM | hit rate 0.038% among 300,000;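 active = more than half of replicate wells score below -50%, meaning over 50% inhibition versus plate controls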;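 also: 0% = median DMSO wells and -100% = median GW8510 positive control wells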
Target sequence (P49841 whole entry, looked up): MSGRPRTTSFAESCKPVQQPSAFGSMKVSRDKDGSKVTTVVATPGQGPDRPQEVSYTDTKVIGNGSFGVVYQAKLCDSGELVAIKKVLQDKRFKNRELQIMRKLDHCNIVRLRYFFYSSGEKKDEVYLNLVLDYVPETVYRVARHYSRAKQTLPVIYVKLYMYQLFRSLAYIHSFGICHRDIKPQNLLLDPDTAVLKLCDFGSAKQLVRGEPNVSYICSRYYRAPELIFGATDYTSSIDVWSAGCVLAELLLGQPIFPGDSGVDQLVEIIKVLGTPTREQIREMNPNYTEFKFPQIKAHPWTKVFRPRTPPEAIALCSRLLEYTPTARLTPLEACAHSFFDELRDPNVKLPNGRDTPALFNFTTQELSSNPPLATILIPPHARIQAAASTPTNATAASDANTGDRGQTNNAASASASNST
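Assay system: GST-fused GSK3beta enzyme, cell-free / Medium: Tris pH 7.5 buffer with MgCl2, DTT, BSA, heparin / Also added: peptide substrate plus 25 µM ATP (final) / Compound: 10 µM single point / Timing: kinase reaction with compound 60 min at room temperature / Detection: ADP-Glo luminescence / Benchmarks: DMSO neutral wells and GW8510 at 20 µM as positive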
KLF5 inhibitor: kruppel-like factor 5 inhibition; DLD-1 KLF5 promoter-luciferase reporter, luminescence; inhibition, % at 5 µM; hit rate 0.23% among 290,000;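 active = inhibition above a per-plate limit of that plate's mean compound inhibition plus 3 SD, cut at about 60% in these data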;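 also: 0% = DMSO wells and 100% = LY294002 at 200 µM; higher means less KLF5 promoter-driven luciferase light; inactives centre near -14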
IEC-6 tox: counter-screen for KLF5 inhibitors: cytotoxicity in IEC-6 cells | IEC-6 cytotoxicity, luminescence viability | hit rate 0.78% among 290,000 | inhibition, % at 5 µM; in the data active = inhibition above about 22%;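 also: 0% = plate median of test compound wells and 100% = cytotoxic reference compound wells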
AI-2 QS mod: modulators of Vibrio harveyi AI-2 quorum sensing system; Vibrio harveyi JMH597 AI-2 luminescence/OD600 ratio, 9 h; hits give low values; strain lacks LuxN and CqsS sensors; 0 = neutral-control median; activity change, % at 7.5 µM; hit rate 0.4% among 300,000; in the data active = activity change below about -75%, passing the limit was not always enough;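 also: luminescence divided by OD600 gain over 9 h not by final OD600 alone; inactives centre near 13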
HSF1 activator: increases HSF-1 driven luciferase reporter signal | NIH3T3-HGL HSF-1 luciferase reporter, MG132, 8 h; 100% = twice DMSO control signal | activation, % at 9 µM | hit rate 1.7% among 300,000;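 active = mean replicate activation of at least 50% with a set share of replicates each reaching 50%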;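 also: 0% = median of the neutral control wells and 100% = twice that signal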
* = called active by the depositor; i = inactive; nt = not tested or not shown; & = joins results of further samples. Only part of the results is shown; the hit share may differ from the screen's.

SMILES	aSyn 5UTR inh	HSP90 inh	HSF1 inh	PolyA inhibitor	GSK3 alpha inh	GSK3B inh	KLF5 inhibitor	IEC-6 tox	AI-2 QS mod	HSF1 activator
OCC[C@@H]1C[C@H](O)[C@@H](O)[C@@]2(OCc3ccccc32)O1	8	-4	-5	i	-1	-3	-18	-4	-2	-1
COc1ccc(NC2CCCN(C(=O)c3cccc(C)n3)C2)cc1OC (stereo unspecified)	26	1	-1	i	nt	2	-9	-4	18	-9
O=C(NCC(=O)N(Cc1ccccc1)C(C(=O)NC1CCCC1)c1ccco1)c1ccco1 (stereo unspecified)	6	6	-2	i	-1	-1	0	0	6	-9
Cc1cc(N2C(=O)Cc3ccccc3C2=O)ccc1C(C)C	-30	-1	11	i	-3	0	-25	-4	0	22
Cc1ccc(S(=O)(=O)N2CCOCC2)cc1C(=O)NC1CCCCCC1	1	4	3	i	-1	1	-16	6	12	-11
CCOc1ccccc1-n1c(SCC(=O)NC(C)CC)nnc1-c1ccoc1C (stereo unspecified)	-14	1	5	i	-1	1	-30	2	23	11
Cn1c(=O)c(C(=S)NC(=O)C2CC2)c(N)n(Cc2ccccc2)c1=O	-14	-2	8	i	-8	-4	-27	0	42	5
Cc1cnc(CNC(=O)c2ccc3oc(Cc4ccc(Cl)cc4)nc3c2)cn1	5	2	14	i	-1	-1	-6	-11	10	29
NS(=O)(=O)c1cccc(NC(=O)COC(=O)Cc2ccc(Cl)cc2)c1	7	0	2	i	-1	1	-2	-4	35	-3
CCc1ccccc1NC(=O)CSc1nnc(-c2ccco2)n1N	11	3	-6	i	5	-2	8	2	33	5
O=C(O)COc1ccccc1C(Nc1cccnc1)c1cc(Cl)c2cccnc2c1O (stereo unspecified)	6	-9	3	i	nt	4	-11	-6	3	11
O=C(Nc1ccc(OCC(=O)N2CCN(S(=O)(=O)c3ccccc3)CC2)cc1)c1ccco1	-38	4	-7	i	-1	-1	-15	2	16	6

Further records:
SMILES	aSyn 5UTR inh	HSP90 inh	HSF1 inh	PolyA inhibitor	GSK3 alpha inh	GSK3B inh	KLF5 inhibitor	IEC-6 tox	AI-2 QS mod	HSF1 activator
COc1ccc(OC)c(C2/C(=C(\O)c3ccc(OC)c(Cl)c3)C(=O)C(=O)N2CCN(C)C)c1 (stereo unspecified)	1	-1	11	i	3	2	-12	1	28	21
Cc1cc(C)n2nc(C(=O)OCC(=O)N(CC(C)C)CC(C)C)nc2n1	23	1	-1	i	-3	2	-21	5	32	-5
O=C(NC(=S)NNS(=O)(=O)c1ccccc1)c1ccccc1[N+](=O)[O-]	0	-3	3	i	-7	2	-20	-2	9	6
O=C(NCc1cccnc1)C(C(=O)c1ccc(F)cc1)n1ccccc1=O (stereo unspecified)	-9	-3	-2	i	-3	0	-14	13	21	1
N/C(CCCN1CCCCC1)=N/O	-1	2	5	i	-1	-6	-24	0	-5	28
COc1cccc(OCCn2cc(C(=O)c3ccco3)c3ccccc32)c1	-6	5	28	i	1	0	6	-10	32	42
Cc1ccc(C)c(NC(=S)N2CCCC2)c1	0	2	-6	i	1	-4	-6	5	36	-11
O=C(Cn1nnc2ccccc21)NC1CCCCC1	-17	-1	-7	i	1	2	-35	3	9	-3
O=C(NCc1ccc(Cl)s1)C1CCC(=O)N(CCc2ccccn2)C1 (stereo unspecified)	-7	-1	-3	i	1	3	-10	6	4	-5
COCC1CCN(C(=O)c2cc(COc3ccc(OC)c4ccccc34)on2)C1 (stereo unspecified)	-184	3	-6	i	1	1	-49	0	15	-6
CN(CC(=O)Nc1ccc(Cl)c(C(F)(F)F)c1)C(=O)c1cccs1	6	nt	-1	i	-2	-1	nt	nt	-89*	2
COc1nccc(C(F)(F)F)c1C(=O)NC(=O)Nc1ccccc1	21	1	10	i	5	2	-3	0	11	19

More entries.
SMILES	aSyn 5UTR inh	HSP90 inh	HSF1 inh	PolyA inhibitor	GSK3 alpha inh	GSK3B inh	KLF5 inhibitor	IEC-6 tox	AI-2 QS mod	HSF1 activator
COc1ccc(NC(=O)COc2ccccc2F)cc1S(=O)(=O)N1CCCCC1	12	0	2	i	-2	0	-26	2	20	-3
N#C/C(=N\O)c1nc(-c2ccccc2)cs1	-24&-10	1&-2	-1&0	i	-3&3	-2&5	6&-60	1&1	-9&24	4&-3
Brc1cccc(Nc2nc(-c3cccnc3)cs2)c1	-150	-4	10	i	-3	-1	-27	9	4	-3
COc1ccc(NC(=O)C(=O)NCC(=O)Nc2cccc(C(F)(F)F)c2)cc1	3	4	-12	i	-1	0	-29	-2	25	11
CC(=O)c1c(-c2ccccc2)c2ccccc2[nH]c1=O	4	1	1	i	0	-2	-7	2	1	-7
CCOc1ccccc1Nc1nnc(SC(C)C(=O)Nc2nc(-c3ccccc3)cs2)s1 (stereo unspecified)	33	-3	20	i	-2	1	-8	1	28	34
CC(=O)c1ccc(NC(=O)COc2ccccc2C(=O)Nc2ccc(C)cn2)cc1	-37	0	14	i	-1	0	-16	1	28	43
COc1ccc(COC(=O)Nc2c(SC)nsc2SC)cc1	-3	0	15	i	0	0	0	-9	4	21
O=C(O)c1ccc(COc2ccc(Cl)cc2)o1	2	0	-7	i	-4	-2	-19	-2	31	-23
Cc1ccc(CN2CCN(c3ccccc3Cl)CC2)o1	-8	nt	-5	i	1	1	nt	nt	27	6
COc1ccc(S(=O)(=O)NCCSC(C)(C)C)c(Cl)c1Cl	1	2	5	i	0	0	-27	-3	23	-3
Cc1ccccc1-c1ccc(=O)n(CC(=O)Nc2ccc(-n3cnnn3)cc2)n1	11	1	0	i	-3	-1	-14	5	19	3

Later entries
SMILES	aSyn 5UTR inh	HSP90 inh	HSF1 inh	PolyA inhibitor	GSK3 alpha inh	GSK3B inh	KLF5 inhibitor	IEC-6 tox	AI-2 QS mod	HSF1 activator
O=C(Cn1cc([N+](=O)[O-])cn1)NCCc1nc2ccccc2[nH]1	-17	0	-4	i	-2	-1	-8	0	17	5
COc1ccccc1CCNC(=O)C(=O)NCC1OCCN1S(=O)(=O)c1ccc(F)cc1 (stereo unspecified)	-2	2	-1	i	-14	-3	-16	-5	7	6
CC12CCCCC1c1ccccc1C(=NCC(=O)O)N2 (stereo unspecified)	15	2	-2	i	-1	3	-8	4	14	-5
CCC1=NN2C(=N)/C(=C\c3ccc(OCCOc4ccccc4OC)cc3)C(=O)N=C2S1	8	-2	1	i	-32	2	-38	-2	17	-15
O=C(NN=C1CCCC1)c1ccc(Cl)cc1	2	-1	10	i	5	2	-21	4	14	26
COc1cc(OC)cc(OCC(O)Cn2ccnc2)c1 (stereo unspecified)	-2	2	1	i	-2	3	5	2	5	12
O=C(Nc1ccc(F)cc1)c1cc(S(=O)(=O)N2CCCCC2)ccc1F	-40	-6	3	i	-1	0	-11	-4	4	7
COc1cccc2cc(C(=O)Oc3ccccc3)c(=O)oc12	3	-5	-6	i	-3	3	-18	-4	25	4
C/C(CC(=O)Nc1ccccn1)=N\NC(=O)c1ccccc1	-58	0	3	i	-1	2	-16	4	22	12
O=C(c1ccccc1)n1ccc(-c2cccs2)n1	2	-3	4	i	-5	1	-4	-2	-2	12
NC(=O)CCS(=O)(=O)c1ccccc1	17	-3	-3	i	-1	2	-13	-2	4	22
CCOC(=O)CNC(=S)N(Cc1cccs1)C1CCCCC1	7	6	0	i	-3	2	-1	-5	-1	-4

The results go on.
SMILES	aSyn 5UTR inh	HSP90 inh	HSF1 inh	PolyA inhibitor	GSK3 alpha inh	GSK3B inh	KLF5 inhibitor	IEC-6 tox	AI-2 QS mod	HSF1 activator
COc1ccc(CNC(=O)C2CCC(CNS(=O)(=O)c3ccccc3)CC2)cc1 (stereo unspecified)	-4	-3	-5	i	0	-3	-9	-8	20	18
O=C(N/N=C/c1cc2c(cc1Cl)OCO2)c1ccncc1	-3	4	9	i	4	0	12	3	16	8
O=C(NCCc1ccccc1)C1CCC(CNc2c(N3CCCCC3)c(=O)c2=O)CC1 (stereo unspecified)	6	4	4	i	-1	-1	8	6	-1	9
CNC(=O)CO/N=C/c1ccc(N(C)C)cc1	-37	5	5	i	-2	1	-20	5	-7	-10
O=C(Oc1ccc(C(=S)N2CCOCC2)cc1)c1ccccc1F	-14	2	-3	i	-1	-1	-22	-4	-3	-9
Cc1cc2c(cc1S(=O)(=O)CCC(=O)NC1CCCCC1C)OCC(=O)N2 (stereo unspecified)	-8	1	-2	i	5	3	6	0	-5	-18
Cc1ccc(-c2cc3ncc(C#N)c(N)n3n2)cc1	-48	-4	19	i	1	-5	-56	-1	15	29
CCOC(=O)N1CCN(C(=O)CCN2C(=O)COc3ccc(C)cc32)CC1	-16	-2	-3	i	-3	-1	-28	-4	7	-2
CCCCc1ccc(-c2ccc(Br)cc2)nc1	25	3	21	i	1	2	-19	0	10	58*
CCC1c2ccc(C)n2CCN1C(=O)Nc1ccccc1OC (stereo unspecified)	-15	0	2	i	9	-3	13	-1	7	19
CCC(CC)n1[nH]c(=O)cc1N	-18	2	-1	i	0	4	1	-5	-1	8
COc1ccc(F)cc1C(=O)C1CCCN(C(=O)Cc2c(C)noc2C)C1 (stereo unspecified)	43	-5	10	i	-1	-2	-12	-3	2	23

The results go on:
SMILES	aSyn 5UTR inh	HSP90 inh	HSF1 inh	PolyA inhibitor	GSK3 alpha inh	GSK3B inh	KLF5 inhibitor	IEC-6 tox	AI-2 QS mod	HSF1 activator
O=C(NC1CCCCCC1)C1C2C=CC3(CN(Cc4cccnc4)C(=O)C13)O2 (stereo unspecified)	-10	1	0	i	-3	0	-7	0	-4	-9
CCn1c(SCC(=O)Nc2cccc(C)c2)nc2c(c1=O)SC(C)C2 (stereo unspecified)	14	4	5	i	-2	1	4	-2	15	24
COCCNC(=O)CSc1n[nH]c(=O)n1CCc1ccccc1	11	-1	8	i	0	2	-12	2	24	13
CCOc1cc(/C=N/O)cc(Br)c1OCC	-3	-4	5	i	-2	2	-10	-3	17	8
COc1ccc(S(=O)(=O)N2CCOCC2)cc1NC(=O)Cc1coc2cc(C)c(C)cc12	14	-4	6	i	-1	-2	-3	-6	16	14
Cc1ccc(S(=O)(=O)/N=C(\CN2CCOCC2)N2CCOCC2)cc1	11	2	5	i	-2	-1	-7	0	18	43
COc1ccc(Cn2nnnc2CN2CCN(c3ccc(OC)cc3)CC2)cc1	-1	0	1	i	1	-2	-18	-5	-1	25
O=C(COC(=O)C1CCN(c2ccc(C(F)(F)F)cn2)CC1)c1ccccc1	5	nt	-3	i	-3	2	nt	nt	15	-2
CCCSc1cc(NCCOC(=O)CCC)c([N+](=O)[O-])c2nonc12	27	-6	-2	i	-1	0	0	-1	-17	-1
CCN(CC)S(=O)(=O)c1ccc(-n2cnnn2)c(C)c1	19	0	-7	i	0	2	-33	-1	11	-16
CCOc1ccc(S(=O)(=O)Nc2nc3ccc(OC)cc3s2)cc1	-2	1	-2	i	0	1	-16	3	16	0
Cc1cc(C)n2nc(SCC#N)nc2n1	10	-2	0	i	-2	2	21	-2	-4	9
O=C(Nc1ccc(N2CCOCC2)cc1)c1cn2ccccc2n1	65*	14	7	i	5	-1	-90	6	24	23

Assay outcomes as filed in PubChem BioAssay.
